# Screening data from PubChem BioAssay.
# TGFb inhibitor: qHTS for Inhibitors of TGF-b | HepG2 CAGA-GFP TGF-b/SMAD3 reporter, GFP fluorescence, 18 h; TGF-beta stimulated, 500 pg/mL final | Potency, µM (highest dose often 46.1 µM), inactives show at the top dose activity, negative = inhibition, actives largely listed as inhibitors | 410,000 tested, 1.2% active | AID 588855, 2011; further: potency means the concentration at half of the fitted maximal effect; on the % scale 0 is the no-effect control and ±100 the full control effect; nearly all actives have a fitted effect of over 65% in size
#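 Per well, imaged GFP fluorescence of HEPG2 CAGA-GFP cells gives the signal; cells get compound, then TGF-beta (500 pg/mL final), 18 h at 37 degrees C; %Activity versus -TGF-beta and +DMSO controls.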
# CCT modulator: High-Throughput Screening for Modulators of Cytosolic Chaperonin Activity | AID 651819, 2012 | activity change, % (no concentration beside the values), hits read low | 360,000 tested, 0.3% active | purified chaperonin ATPase assay, HTRF ADP detection, 30 min; in the data active means activity change below about -30%; further: on the % scale 0 is the no-effect control and ±100 the full control effect
#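 TRiC at 40 or 20 nM final (batch-dependent) in 30 mM Tris pH 7.4, 100 mM KCl, 5 mM MgCl2, 1 mM DTT, with compound at single 76 uM and 10 uM ATP, 30 min at 37 deg C. ADP detected by HTRF Transcreener, 665/615 ratio.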
# Akt phos inh: HTS Assay for Inhibitors of Akt Phophorylation: Primary Screen | Neuro2A IGF-stimulated pAkt S473 HTRF, 20 min; active compounds read low | AID 651550, 2012 | activity change, % for hits at 50 µM | 360,000 tested, 0.32% active; in the data active means activity change below about -80%; inconclusive means mostly about -51% to -80%; further: on the % scale 0 is the no-effect control and ±100 the full control effect
#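 Neuro2A cells (4,500/well, DMEM with 0.5% FBS) were treated with compound at a single 50 µM final concentration, stimulated with 6 nM IGF for 20 min at 37 °C, and lysed. Phospho-Akt Ser473 was read by HTRF as 665/615 ratio ×10^4.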
# MmCpn inh: Inhibitors of TCP-1 ring complex (TRiC) of Methanococcus maripaludis (MmCpn): qHTS | purified Mm-Cpn ATPase, ADP Transcreener TR-FRET | Potency, µM (highest dose often 76.9 µM), for inactives: at the top dose activity, negative = inhibition, actives largely listed as inhibitors | 330,000 tested, 0.031% active | AID 504842, 2011; further: potency means the concentration at half of the fitted maximal effect; on the % scale 0 is the no-effect control and ±100 the full control effect; nearly all actives have a fitted effect of over 80% in size
#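 Purified archaeal chaperonin (25 nM final) was preincubated with compound for 10 min at 37°C, then ATP (10 uM final) was added for 30 min at 37°C in Tris pH 7.4/KCl/MgCl2/DTT buffer. ADP was quantified by HTRF Transcreener TR-FRET.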
# A549 viability: Nrf2 qHTS screen for inhibitors: counterscreen for cytotoxicity; A549 ARE-Fluc cells, CellTiter-Fluor viability, 18-24 h; Potency, µM (titrated, usually from 46 µM), inactives show at the top dose activity change, negative = cytotoxicity, actives largely listed as inhibitors; 390,000 tested, 0.16% active; further: potency means the concentration at half of the fitted maximal effect; on the % scale 0 is the no-effect control and ±100 the full control effect
#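 Cytotoxicity counterscreen: CellTiter-Fluor fluorescence was measured in A549 ARE_Fluc cells after 18-24 h of compound exposure in a concentration series. The subsequent BugLite luminescent read reports ARE-luciferase activity.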
# Nrf2 inh: Nrf2 qHTS screen for inhibitors; A549 ARE-Fluc reporter, luciferase luminescence, 18-24 h; Potency, µM (highest dose often 46 µM), inactives show at the highest dose activity change, negative = inhibition, most hits filed as inhibitors; 360,000 tested, 2.1% active; AID 504444, 2011; further: potency means the concentration at half of the fitted maximal effect; on the % scale 0 is the no-effect control and ±100 the full control effect; nearly all actives have a fitted effect of over 60% in size
#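 In this cell-based qHTS, ARE-driven firefly luciferase in A549 cells reports Nrf2 activity; the luminescent signal after BugLite lysis is the measured value, with a prior CellTiter-Fluor read for cell health.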
# EPAC2 agonist: qHTS for Agonist of cAMP-regulated guanine nucleotide exchange factor 4 (EPAC2): primary screen | Potency, µM (titrated, usually from 154 µM), without a hit: at the highest dose activation, most hits filed as activators | EPAC2 activation, biochemical qHTS; response scale: 100% = 6.5 mM cAMP response | 360,000 tested, 0.079% active | Rap guanine nucleotide exchange factor 4 (Homo sapiens), Q8WZA2; further: potency means the concentration at half of the fitted maximal effect; nearly all actives have a fitted effect of over 50% in size
# Target sequence (Q8WZA2 whole entry, looked up): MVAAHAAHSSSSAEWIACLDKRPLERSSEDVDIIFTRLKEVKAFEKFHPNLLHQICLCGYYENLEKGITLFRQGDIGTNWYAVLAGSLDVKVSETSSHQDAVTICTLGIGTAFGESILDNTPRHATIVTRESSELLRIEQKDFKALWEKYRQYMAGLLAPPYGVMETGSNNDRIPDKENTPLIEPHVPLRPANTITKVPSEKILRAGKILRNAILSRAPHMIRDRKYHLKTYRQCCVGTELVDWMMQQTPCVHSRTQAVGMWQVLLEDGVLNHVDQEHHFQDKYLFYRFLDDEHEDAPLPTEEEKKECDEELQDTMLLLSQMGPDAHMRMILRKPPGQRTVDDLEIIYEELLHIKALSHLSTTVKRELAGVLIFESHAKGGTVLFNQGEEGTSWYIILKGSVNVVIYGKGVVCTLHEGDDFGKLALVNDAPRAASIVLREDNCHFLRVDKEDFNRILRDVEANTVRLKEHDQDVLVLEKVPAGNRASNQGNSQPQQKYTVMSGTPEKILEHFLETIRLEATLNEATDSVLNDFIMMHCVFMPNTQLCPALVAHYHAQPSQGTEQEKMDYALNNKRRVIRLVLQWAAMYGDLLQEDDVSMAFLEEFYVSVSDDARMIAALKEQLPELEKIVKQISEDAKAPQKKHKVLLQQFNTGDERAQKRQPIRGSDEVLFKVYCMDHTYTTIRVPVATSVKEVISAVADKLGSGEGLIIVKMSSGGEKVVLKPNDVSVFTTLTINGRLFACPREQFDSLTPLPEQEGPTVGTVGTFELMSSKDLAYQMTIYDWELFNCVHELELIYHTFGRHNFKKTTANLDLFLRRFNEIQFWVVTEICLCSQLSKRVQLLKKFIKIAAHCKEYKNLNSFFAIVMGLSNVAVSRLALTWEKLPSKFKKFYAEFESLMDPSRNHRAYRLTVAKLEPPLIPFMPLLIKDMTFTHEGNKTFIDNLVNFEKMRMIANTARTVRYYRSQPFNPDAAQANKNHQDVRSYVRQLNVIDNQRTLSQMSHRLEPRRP
#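 In this primary screen, activation is scored as increased exchange of BODIPY-GDP from Rap1B by 100 nM EPAC2, with 50 uM GDP as competitor. Signal is normalized to the 6.5 mM cAMP agonist control.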
# EPAC2 antagonist: qHTS for Antagonist of cAMP-regulated guanine nucleotide exchange factor 2 (EPAC2): primary screen | EPAC2 GEF exchange of Rap1B-BODIPY-GDP, fluorescence | Rap guanine nucleotide exchange factor 4 (Homo sapiens), Q8WZA2 | 360,000 tested, 0.18% active | Potency, µM (top dose mostly 114 µM), inactives show at the top dose activity, negative = inhibition, most hits filed as inhibitors; further: potency means the concentration at half of the fitted maximal effect; on the % scale 0 is the no-effect control and ±100 the full control effect; nearly all actives have a fitted effect of over 45% in size; many of its hits are not listed in these tables
# Nrf2 ARE act: qHTS of Nrf2 Activators; AREc32 ARE-luciferase reporter (MCF7-derived line), luminescence, 24 h; Potency, µM (doses to about 46.1 µM), without a hit: at the top dose activation, actives largely listed as activators; 410,000 tested, 0.31% active; AID 624171, 2012; further: potency means the concentration at half of the fitted maximal effect; % of control where 0% means no effect; nearly all actives have a fitted effect of over 65% in size
#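 Luciferase luminescence (Steady-Glo, 30 min at room temperature) served as the read-out of ARE activation in AREc32 cells treated with compounds for 24 hr at 37 deg C.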
# Numbers without * were called inactive; i = inactive; ? = inconclusive; nt = not tested or not shown; [ ] = dose if it differs, or a comment. Unless noted, the call rests on the fitted dose curve; in most records, active means well fitted curve in the direction sought with a large enough effect; inconclusive means small, poorly fitted or top-dose-only effect, or another doubt; inactive means no such curve, though single readings can be large; an effect the other way counts as inactive or inconclusive. The list is partial, so the mix of outcomes need not match the whole.
SMILES,TGFb inhibitor,CCT modulator,Akt phos inh,MmCpn inh,A549 viability,Nrf2 inh,EPAC2 agonist,EPAC2 antagonist,Nrf2 ARE act
CCSc1oc(-c2ccccc2)nc1S(=O)(=O)c1ccccc1,-3%,-0.5,nt,-9%,2%,-3%,10%,-1%,-0.6%
COc1ccc(OCCSCc2nnc(NC(=O)Nc3ccc(Cl)cc3)s2)cc1,0%,-0.8,i,-7%,-3%,7%,17%,13%,0.3%
CC1CCN(CC(=O)NCc2ccco2)CC1,0%,0.2,i,1%,1%,-5%,-9%,2%,-0.1%
COc1cc(NC(=O)CSc2nnc(Cn3nnc4ccccc43)n2C)cc(OC)c1,-4%,-2.6,i,-4%,2%,-21%,10%,-4%,-0.5%
O=C(COc1ccc(F)cc1Br)NCC1(N2CCCCC2)CCCCC1,6%,0.7,i,2%,2%,24%,1%,-4%,-0.5%
CN(C)C(=O)/C(C#N)=C\c1cc(Br)c(Sc2ccc(Cl)cc2)o1,?,1.2,i,-4%,0%,1%,6%,?,9.0%
O=C(NC1CCCCCC1)C1CCN(S(=O)(=O)c2ccc(F)cc2)CC1,?,-0.7,i,-2%,-2%,-10%,8%,0%,-0.2%
Cc1ccc(CCN2CC(C(=O)N3CCN(c4ccc(F)cc4)CC3)CC2=O)cc1 (stereo not given),-2%,-0.5,i,1%,-4%,?,-2%,-4%,-0.4%
COc1ccc(OC)c(C2CC(=O)c3c([nH]c(C(=O)OC(C)C)c3C)C2)c1 (stereo not given),-21%,1.5,i,1%,?,-3%,-7%,4%,-1.0%
COc1cccc(-n2c(-c3cccc(F)c3)nc3c(cnn3-c3ccc(C)cc3)c2=O)c1,0%,nt,nt,nt,5%,-26%,nt,nt,3.4%
COc1ccc([N+](=O)[O-])cc1NC(=O)c1ccc(CN(c2ccccc2)S(C)(=O)=O)cc1,1%,-1.8,i,-8%,3%,-17%,-5%,-1%,0.3%[9.22 µM]
Cc1cc(C)nc(N(C#N)Cc2ccccc2C)n1,13%,-2.4,i,3%,0%,-27%,-2%,-12%,0.5%
COc1ccc(NC(=O)c2sc3nc(N4CCCC4)c4c(c3c2N)CC(C)(C)OC4)cc1,-4%,-0.7,nt,-18%,1%,?,10%,-4%,-0.1%
CN(Cc1ccc(F)cc1)C(=O)c1cccc(NS(=O)(=O)c2ccccc2)c1,0%,0.4,i,0%,-3%,-7%,-2%,-11%,0.0%
CCOc1ccc(C(=O)OCC(=O)N2CCOCC2)cc1OCC,-1%,1.9,i,-1%,-4%,3%,5%,-4%,-0.9%
O=C(N/N=C\c1ccncc1)c1ccc(Cl)s1,-5%,-0.3,i,1%,1%,-12%,2%,-3%,5.7%
CCc1nc(Nc2cccc(OC)c2)c2oc3ccccc3c2n1,23%,0.5,i,-2%,8%,-22%,5%,8%,-0.4%
CCc1ccc(S(=O)(=O)N2CC(=O)Nc3ccccc32)cc1,-1%,0.6,nt,-2%,2%,-10%,3%,-9%,-1.1%
Cc1cc(C)c(C#N)c(SCS(=O)Cc2ccccc2)n1 (stereo not given),?,-4.9,i,-1%,-2%,-4%,8%,-1%,-0.1%
CC(C)NC(=O)N(C)C[C@@H]1OCc2cn(nn2)CCCC(=O)N([C@H](C)CO)C[C@H]1C,1%,-0.5,i,nt,nt,nt,-2%,5%,-0.9%
Nc1c(C(=O)O)ccc2c1C(=O)c1ccccc1C2=O,0%,3.1,i,-16%,18µM*,-3%,-5%,?,0.7%
CC1=Nn2c(nnc2-c2cc(C)[nH]n2)SC1,11%,-3.9,i,?,-1%,9%,2%,-1%,-0.1%
CC(C)(C)NC(=S)NC(C)(C)C,5%,1.0,i,-3%,-8%,-3%,5%,2%,-0.2%
CN(C)S(=O)(=O)c1ccc(C(=O)Nc2nc(-c3cccs3)cs2)cc1,-18%,-0.6,i,-17%,0%,-21%,-1%,10%,7.5%

# A stretch taken from the entries so far, for reference:
SMILES,TGFb inhibitor,CCT modulator,Akt phos inh,MmCpn inh,A549 viability,Nrf2 inh,EPAC2 agonist,EPAC2 antagonist,Nrf2 ARE act
CC(C)(C)NC(=S)NC(C)(C)C,5%,1.0,i,-3%,-8%,-3%,5%,2%,-0.2%
CN(C)S(=O)(=O)c1ccc(C(=O)Nc2nc(-c3cccs3)cs2)cc1,-18%,-0.6,i,-17%,0%,-21%,-1%,10%,7.5%

# A different layout for some results above.
CC(C)(C)NC(=S)NC(C)(C)C
  TGFb inhibitor: 5%
  CCT modulator: 1.0
  Akt phos inh: i
  MmCpn inh: -3%
  A549 viability: -8%
  Nrf2 inh: -3%
  EPAC2 agonist: 5%
  EPAC2 antagonist: 2%
  Nrf2 ARE act: -0.2%

CN(C)S(=O)(=O)c1ccc(C(=O)Nc2nc(-c3cccs3)cs2)cc1
  TGFb inhibitor: -18%
  CCT modulator: -0.6
  Akt phos inh: i
  MmCpn inh: -17%
  A549 viability: 0%
  Nrf2 inh: -21%
  EPAC2 agonist: -1%
  EPAC2 antagonist: 10%
  Nrf2 ARE act: 7.5%

# More structures.
SMILES,TGFb inhibitor,CCT modulator,Akt phos inh,MmCpn inh,A549 viability,Nrf2 inh,EPAC2 agonist,EPAC2 antagonist,Nrf2 ARE act
OC(c1ccccc1)c1ncc(-c2ccc(Cl)cc2)[nH]1 (stereo not given),2%,0.1,i,nt,nt,nt,-4%,3%,7.6%
Cc1ccc(C)c(OCCC(=O)Nc2cccc(S(=O)(=O)N3CCCC3)c2)c1,-23%,-1.2,i,-1%,-5%,?,9%,-2%,7.0%
Cc1ccccc1NN1C(=O)C=CC1=O,-29%,0.0,i,-2%,0%,9%,5%,-10%,0.3%
CCNC(=S)Nc1ccc(Cc2ccncc2)cc1,11%,-2.7,i,-1%,0%,6%,-4%,3%,0.0%
COc1cc(OC)c(NC(=O)CCCNC(=O)Cn2cnc3sc(C)c(C)c3c2=O)cc1Cl,-4%,-0.4,i,3%,-4%,-6%,0%,3%,3.8%
O=C(CCCOc1ccccc1)N1CCCCC1,19%,-1.0,i,1%,2%,?,0%,7%,-2.5%
CC1(C)Oc2ccc3ccc(=O)oc3c2/C(=C/Nc2ccccc2)C1=O,-18%,-2.6,i,1%,-6%,?,-5%,-3%,-0.4%
O=C(NC(c1ccccc1)c1cnccn1)C1CCN(CCCOc2ccccc2)CC1 (stereo not given),9%,-0.1,i,nt,nt,nt,4%,-10%,0.6%[9.22 µM]
O=C1CCC(=O)N1c1ccc(NCCc2ccccc2F)c([N+](=O)[O-])c1,9%,-1.6,i,-2%,-14%,7%,-3%,5%,0.4%
CC1CCN(S(=O)(=O)c2ccc3nc(Nc4cccc(C(F)(F)F)c4)ccc3c2)CC1,?,nt,nt,nt,-18%,?,nt,nt,-1.9%
O=C(CSc1nc(=O)n(CCCN2CCOCC2)c2c1CCCC2)Nc1ccccc1Cl,3%,2.6,i,-2%,2%,0%,-2%,8%,3.2%
CC(=O)NC(c1ccccc1)c1nc(-c2cccs2)cs1 (stereo not given),6%,1.0,i,nt,nt,nt,3%,?,-0.4%
Cc1ccc(-c2cnc(NC(=O)c3cccc(Br)c3)s2)c(C)c1,?,-0.4,i,2%,-11%,?,18%,-2%,3.7%
Cc1ccc(C(=O)NS(=O)(=O)c2ccc(N=NN(C)C)cc2)cc1,3%,0.1,i,0%,-2%,-8%,13%,0%,-0.2%
CCCNC(=O)Cn1nc(-c2ccc(OC)cc2)c2cnc3ccc(F)cc3c21,-12%,nt,nt,nt,6%,?,nt,nt,10%
Cc1cc(NCc2ccccn2)ccc1Br,4%,-0.4,nt,0%,13%,?,9%,5%,4.4%
C[C@H](CO)N1C[C@H](C)[C@@H](CN(C)C)OCc2cnnn2CCCC1=O,6%,-0.7,i,nt,nt,nt,1%,15%,-1.0%
Cc1ccc(-c2c(C(=O)Nc3ccc(F)c(F)c3)oc(=O)c3ccccc23)cc1,-10%,nt,nt,nt,16%,?,nt,nt,0.3%
Cc1[nH]n(-c2ccccc2)c(=O)c1C1(C(F)(F)F)C(=O)N(c2ccc(F)cc2)C2=C1C(=O)CC(C)(C)C2 (stereo not given),-8%,-6.2,i,0%,-14%,-17%,8%,2%,-0.6%
CCCN(C(=O)CSc1nnc(N)s1)c1c(N)n(Cc2ccccc2)c(=O)[nH]c1=O,-2%,-2.2,i,-1%,-4%,?,-2%,-6%,-0.4%
Clc1ccc(-c2nc3nc4ccccc4nc3n2Cc2ccco2)cc1,34%[activator],-0.5,i,-2%,1%,?,-5%,8%,5.1%
O=c1[nH]nc(Cc2ccc([N+](=O)[O-])cc2)c2ccccc12,?,1.3,i,?,4%,?,13%,-6%,3.6%
CC(C(=O)OCC(=O)c1ccccc1)N1C(=O)c2ccccc2C1=O (stereo not given),-1%,-1.7,i,1%,0%,4%,5%,11%,0.0%
COc1ccc(NC(=O)/C(C#N)=C\c2ccc(Br)o2)cc1,27%,1.9,i,-1%,2%,3%,-2%,12%,7.2%
COCCn1c(SCC(=O)c2ccc(C)cc2C)nc2cc(C(=O)NC3CCCC3)ccc2c1=O,-25%,nt,nt,nt,19%,?,nt,nt,-1.0%
COc1cc2c(=O)n(CCC(=O)NCC3CCCO3)c(=O)n(CC(=O)c3ccc(Cl)cc3)c2cc1OC (stereo not given),4%,-1.6,i,2%,-5%,-8%,7%,0%,-0.4%
